HCV inhibitor: HCV inhibition; Huh7.5.1 HCVcc-Cre infection, luciferase reporter, 44 h; AID 651820; 3.4% of 340,000 active; Potency, µM (highest dose often 41.8 µM), inactives show at the highest dose activity change, negative = inhibition, usual class: inhibitors; also: potency is read from the fitted curve at half-maximal effect; % is scaled to controls: 0 for no effect and ±100 for the full control effect
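Infectious HCVcc-Cre (~0.5 moi) was added to cells just after compound, with cells seeded 4 h earlier at 1,000 per well. Luciferase activity after 44 h culture reported infection; substrate was incubated 15 min at room temperature before reading.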
Pf growth 48h: P. falciparum growth inhibition at 48 hours (one generation); 5.9% of 310,000 active; Potency, µM (doses to about 28.7 µM), inactives show at the top dose activity change, negative = inhibition, most hits filed as inhibitors; AID 504832; P. falciparum luciferase growth in erythrocytes, 48 h; also: potency is read from the fitted curve at half-maximal effect; % is scaled to controls: 0 for no effect and ±100 for the full control effect
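Luciferase-expressing parasites in RBCs, 2% Hct / 0.1% parasitemia final; RPMI 1640 + 0.5% Albumax; 37 C, 5% CO2, one generation; luminescence read-out, lower signal = inhibition.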
Pf growth 96h: inhibits malaria parasite growth, 96 h; P. falciparum luciferase reporter growth, 96 h; Potency, µM (series often up to 28.7 µM), for inactives: at the top dose activity change, negative = inhibition, most hits filed as inhibitors; 6.9% of 320,000 active; also: potency is read from the fitted curve at half-maximal effect; % is scaled to controls: 0 for no effect and ±100 for the full control effect
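Parasite growth measured via integrated firefly luciferase reporter in P. falciparum. Infected erythrocytes at 2% hematocrit, 0.05% parasitemia final were treated 96 hours at 37 C under 5% CO2, and luminescence was read.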
CHX counter: counter-screen for Shiga toxin inhibitors: cycloheximide protein synthesis inhibition | max response, % | AID 2314 | cell reporter, cycloheximide protein synthesis inhibition counterscreen | 12% of 300,000 active; in the data active = max response mostly above about 13%, no sharp cut-off; inactive = mostly below about 14%; also: read at 38.3 µM for the half of the compounds with a filed dose; 0% is about no effect
FBPA Giardia inh: inhibitors of Giardia lamblia fructose-1,6-bisphosphate aldolase; purified Giardia FBPA; Potency, µM (highest dose often 59.6 µM), for inactives: at the top dose activity, negative = inhibition, usual class: inhibitors; 0.71% of 290,000 active; also: potency is read from the fitted curve at half-maximal effect; % is scaled to controls: 0 for no effect and ±100 for the full control effect; nearly all actives have a fitted effect of over 55% in size
Target sequence (A8B2U2 whole entry, looked up): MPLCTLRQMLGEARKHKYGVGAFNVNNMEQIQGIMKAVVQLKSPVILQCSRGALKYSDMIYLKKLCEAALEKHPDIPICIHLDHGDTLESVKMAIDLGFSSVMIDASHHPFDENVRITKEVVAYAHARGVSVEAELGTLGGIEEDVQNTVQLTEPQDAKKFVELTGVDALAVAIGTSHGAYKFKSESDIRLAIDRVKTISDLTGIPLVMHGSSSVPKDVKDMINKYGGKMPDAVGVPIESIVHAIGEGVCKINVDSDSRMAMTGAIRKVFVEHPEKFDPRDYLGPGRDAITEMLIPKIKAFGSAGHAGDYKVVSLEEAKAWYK
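Giardia FBPA (40 nM reagent) was preincubated 10 min at RT with compound (up to 57.5 uM final), then substrate plus GAPDH/TPI/NAD/arsenate coupling system with diaphorase/resazurin was added; resorufin fluorescence (525/598 nm) was read after 20 min.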
Shiga inhibitor: blocks Shiga toxin action in Vero cells. 9.2% of 290,000 active. inhibition, % at 38.7 µM. Vero cells, Shiga toxin protein synthesis inhibition reporter; in the data active = inhibition mostly above about 28%, no sharp cut-off; inactive = mostly below about 43%; also: 0% is about no effect
Active calls of the source: *; u = inconclusive; x = not tested or not shown; [ ] = another dose, or the depositor's remark. Unless noted, calls follow the shape of the dose curve; as a rule, active = well fitted curve in the direction sought with a large enough effect; inconclusive = small, poorly fitted or top-dose-only effect, or another doubt; inactive = no such curve, though single readings can be large; an effect the other way counts as inactive or inconclusive. The order is random. About 24% of those tested had a hit in this group.

Values run as follows: HCV inhibitor	Pf growth 48h	Pf growth 96h	CHX counter	FBPA Giardia inh	Shiga inhibitor
CC1(C)Cc2c(ccc3ccccc23)C2=C(C(=O)N3CCCC3)C(=O)C(=O)N21
→ u	18%	u	4	u	-13
COP(=O)(OC)C(Nc1ccc(Cl)cc1)c1ccccc1 (stereo unspecified)
→ 6%	0%	0%	-2	-7%	x
CC(C)Oc1ccc(CN2CCCC(CO)(Cc3ccc(F)cc3)C2)cc1 (stereo unspecified)
→ u	u	10%	-2	1%	-7
CCCN1CCCc2ccccc21
→ -8%	x	u	1	-16%	-8
N#Cc1cccc(-n2nnnc2-c2ccc3c(c2)OCO3)c1
→ -8%	10%	8%	12	0%	45
Cc1cccc(C(=O)Nc2ccc(O)cc2)c1
→ 2%	69%[activator]	-7%	30*	-14%	37
O=[N+]([O-])c1ccc(-c2ccc(/C=N/Nc3nc(NCc4ccccc4)nc(N4CCOCC4)n3)o2)cc1
→ u	1.5µM*	u	9	-2%	37
COc1cccc(CNC(=O)c2cc(=O)[nH]c3ccc(S(=O)(=O)N4CCOCC4)cc23)c1
→ u	-11%	11%	x	x	x
CC1CCCCC1NC(=O)CSc1nnnn1-c1ccccc1 (stereo unspecified)
→ 9%	-8%	x	-1	1%	-13
Cc1cc(OCC(=O)NCCO)ccc1Cl
→ 14%	8%	53%[activator]	-3	3%	7
CCCCNc1ccc(C(CC(N)=O)NC(=O)Cc2cccc3ccccc23)cc1[N+](=O)[O-] (stereo unspecified)
→ 3%	-1%	-5%	-1	0%	-8
CN(c1ccccc1)S(=O)(=O)c1ccc(NC(=S)Nc2ccccc2)cc1
→ u	10%	-18%	-4	-10%	-1
Cc1nc(N2CCN(c3ccccn3)CC2)c2c(C)c(C(=O)Nc3c(F)cc(F)cc3Br)sc2n1
→ 13µM*	12µM*	28%	-3	-4%	37
CC(=O)Cn1c(N2CCC(Cc3ccccc3)CC2)nc2c1c(=O)[nH]c(=O)n2C
→ -1%	2%	u	-6	2%	10
O=C(C1CCN(S(=O)(=O)c2ccccc2[N+](=O)[O-])CC1)N1CCOCC1
→ 17%	1%	46%[1.15 µM]	-2	3%	1
COc1ccc(N(CC(=O)Nc2ccc(Cl)cc2)S(=O)(=O)c2c(C)n[nH]c2C)cc1
→ -18%	u	-27%	-2	3%	24*
CSc1ccc(C(=O)C2CCCN(Cc3cccn3-c3cccnc3)C2)cc1 (stereo unspecified)
→ 14µM*	10µM*	11%	-2	-3%	-7
COc1ccc(CCC2(C)NC(=O)N(C(C)C(=O)Nc3ccccc3F)C2=O)cc1 (stereo unspecified)
→ -5%	-27%	u	x	x	x
CCOC(=O)c1ccc(N2C(=O)C(O)=C(C(C)=O)C2c2ccc([N+](=O)[O-])cc2)cc1 (stereo unspecified)
→ -6%	14%	-14%	-2	-7%	-6
CCCCCCSc1ccc([C@H]2N[C@@](Cc3ccccc3)(C(=O)OC)[C@H]3C(=O)N(C)C(=O)[C@@H]23)cc1
→ -29%[8.37 µM]	0.29µM*	u	x	x	x
O=C(CN1C(=O)NC2(CCOc3ccccc32)C1=O)c1ccc(Cl)s1 (stereo unspecified)
→ -3%	u	u	x	x	x
CN(CC(=O)O/N=C(\N)c1ccccn1)S(=O)(=O)c1ccccc1
→ 0%	12%	56%[activator]	17	5%	44*
CCOc1ccc(N2CC(C(=O)Nc3ccccc3N3CCCC3)CC2=O)cc1 (stereo unspecified)
→ u	-16%	-4%	-2	x	-4
O=C(COc1ccccc1O)N1CCN(C(=O)c2ccco2)CC1
→ 1%	15%	x	1	0%	-21
Cc1ccc(NC(=O)COC(=O)C2CCC(=O)N2)c([N+](=O)[O-])c1 (stereo unspecified)
→ -11%	22%	73%[activator]	5	-3%	23
O=[N+]([O-])c1ccc(O)c2ncccc12
→ u	13µM*	9.5µM*	-2	20µM*	-4
O=C(Nc1ccc(Cl)cc1)c1ccc(OC2CSC2)cc1
→ -4%	68%[activator]	u	18*	4%	66
COc1cc(N2CCCC2)c(OC)cc1/C=C(/C#N)c1cccc(Br)c1
→ u	15µM*	x	-4	-5%	-23
O=C(CSC1=NS(=O)(=O)c2cc(F)ccc2N1)NCc1ccc(F)cc1
→ 21%	u	-12%	x	x	x
COc1cc(Nc2ccc(S(=O)(=O)N3CCN(C)CC3)cc2[N+](=O)[O-])cc(OC)c1
→ u	u	u	x	x	x
CC(=O)NC(Cc1ccccc1)C(=O)NC1CCN(C(=O)c2cnccn2)CC1 (stereo unspecified)
→ 11%	-16%	-15%	-3	-5%	1
CN=C(NC1CCCCC1)c1ccc([N+](=O)[O-])cc1
→ -13%	18%	-11%	1	u	-4
Cc1cc(OCC(=O)NCCc2c[nH]c3ccccc23)c2c(C)cc(=O)oc2c1
→ -50%	u	u	0	10%	-7
COc1ccc(CNC(=O)c2cc(C3CC3)nc3c2cnn3C(C)C)cc1OC
→ u	-11%	u	x	x	x
CCc1ccc(CNC(=O)C(=O)NCC2CCCO2)cc1 (stereo unspecified)
→ 4%	55%[activator]	19%	1	0%	16
CCOc1nc(C)ccc1-c1noc(-c2ccccc2OC)n1
→ u	79%[activator]	0%	24*	0%	39
COc1ccc(-c2cc3c(=O)n(CC(=O)NCc4cccnc4)ncn3n2)cc1
→ -23%	198%[activator]	15µM*	28*	-5%	37*
Cc1ccc(S(=O)(=O)N(CC(=O)N/N=C/c2cccc(C)c2)c2cccc3cccnc23)cc1
→ -14%	u	-23%	-2	-2%	-4
O=C(NCc1cccnc1)c1ccc(NC(=O)c2ccc([N+](=O)[O-])cc2)cc1
→ u	u	-20%	4	x	-21
Nc1c2c(nc3ccc(Br)cc13)N(c1ccccc1)CC2
→ 7.1µM*	x	u	13	u	34
CC(=O)c1ccc2c(ccc3ccccc32)c1
→ u	x	55%[activator]	67*	-23%	50*
O=C(NCC1CCCO1)c1ccc(N2CCCCC2)nc1 (stereo unspecified)
→ -3%	62%[activator]	u	28*	1%	40*
O=C(NCCNC(=O)c1cc(OCC(F)(F)F)ccc1OCC(F)(F)F)Nc1ccccc1
→ u	31%[activator]	u	-2	0%	2
CC1CCCC(C)N1C(=O)CSc1nnnn1Cc1ccccc1 (stereo unspecified)
→ -2%	u	u	-6	6%	-3
COc1ccc(N(CC(=O)N2CCCCCC2)S(=O)(=O)c2ccccc2[N+](=O)[O-])c(OC)c1
→ 6%	12µM*	-28%	-2	4%	-9
Fc1cc(Br)ccc1NC(=S)NCCc1ccccc1
→ -5%	65%[activator]	74%[activator]	46*	1%	139*
CCOc1ccc(/C(O)=C2/C(=O)C(=O)N(CC3CCCO3)C2c2cccs2)cc1 (stereo unspecified)
→ 25%	3%	u	-2	20%	8
O=c1c(-c2ccc(Br)cc2)[n+]([O-])c2ccccc2n1OCc1ccccn1
→ 2%	5%	0%	0	0%	23
CCCC1=NCCn2cccc21
→ -7%	0%	x	-2	-3%	-11
COc1cc(/C=C2/SC(=O)N(Cc3ccccc3)C2=O)ccc1OCc1ccncc1
→ 3%	-5%	x	-1	8%	2
COC(=O)N1C(=O)[C@](CC(C)C)(c2ccccc2)N1C(=O)OC
→ -7%[8.37 µM]	21%	94%	15*	10%	-1
COc1ccc(Cc2nnc(NC(=O)CSc3ccc(C)cc3)s2)cc1
→ 9%	1%	24%	-1	1%	2
Cc1ccc(S(=O)(=O)N(C)C)cc1NC(=O)CSc1nc2ccccc2c(=O)n1CC1CCCO1 (stereo unspecified)
→ u	u	u	-2	x	3
COc1ccccc1CN(Cc1nc2ccccc2c(=O)[nH]1)S(=O)(=O)c1ccc2ccccc2c1
→ 35µM*	5.9µM*	-24%	7	3%	6
COc1ccc(CC(=O)Nc2cc(S(=O)(=O)N3CCCCC3)ccc2C)cc1
→ u	u	u	x	x	x
CC(CNC(=O)CCC(=O)N1CCOc2ccccc21)c1ccccc1 (stereo unspecified)
→ 10%	10%	u	-2	5%	-3
COc1ccc(NC(=O)CN(C)C(=O)CC2CCCC2)cc1
→ -18%	-8%	8%	x	x	x
O=C(COc1ccccc1)N1CCNC1=O
→ 12%	14%	x	7	2%	-3
C[C@H]1CC[C@@H]2N(C1)C[C@H]1[C@@H]3C[C@H]4[C@@H](CC(=O)[C@H]5C[C@@H](O)CC[C@@]54C)[C@@H]3CC[C@H]1[C@]2(C)O
→ 9%	14%	-7%	-1	-5%	6
CC(=O)N1c2ccc(S(=O)(=O)NCC3CCC(C(=O)Nc4ncccc4C)CC3)cc2CC1C (stereo unspecified)
→ 22%	-16%	-18%	-10	x	-2

The listing continues.
Values run as follows: HCV inhibitor	Pf growth 48h	Pf growth 96h	CHX counter	FBPA Giardia inh	Shiga inhibitor
S=C(NCCc1ccccc1)Nc1ccc(Br)cn1
→ -20%	-2%	8.3µM*	1	-7%	25
O=C(CCCCCN1C(=O)[C@@H]2Cc3ccccc3CN2C1=O)Nc1ccccc1Cl
→ 0%	u	u	30*	-8%	30
COC(=O)CSc1nnc(NC(=O)C2CC(=O)N(c3ccc(F)cc3)C2)s1 (stereo unspecified)
→ 36%[activator]	-30%	u	3	x	4
CN=C(Nc1ccccc1)SC1CC(=O)N(c2ccc(C(=O)OC)cc2)C1=O (stereo unspecified)
→ -17%	u	u	-4	-2%	-10
CCCCOCCCn1cnc2c([nH]c3cc(OC)ccc32)c1=O
→ -4%	-1%	39%[activator]	-4	5%	51
N#Cc1cc([N+](=O)[O-])ccc1NC(=O)COC(=O)CCC1CCCCC1
→ x	-1%	u	-2	-11%	7
CCN1C(=O)C2C(C1=O)N1C(c3ccccc3)C3C(=O)N(CC)C(=O)C3N1C2c1ccccc1 (stereo unspecified)
→ 25%	x	u	-4	1%	-11
Cc1cc(C)n(-c2nc3ccccc3nc2NCCc2ccccc2)n1
→ -8%	x	0%	2	1%	-5
CN(CC(=O)Nc1c(Cl)cccc1Cl)C(=O)Cc1cccs1
→ -22%	u	-16%	x	x	x
Cc1cccc(NS(=O)(=O)c2cccc(C(=O)N3CCCC(C(F)(F)F)C3)c2)c1 (stereo unspecified)
→ 14%	-11%	-2%	x	x	x
CC1=CC(C)(C)N(C(=O)C(C)N2C(=O)c3ccccc3C2=O)c2ccc(C)cc21 (stereo unspecified)
→ u	x	5%	-4	-20%	3
N#Cc1ccc(COC(=O)c2cnc(Cl)c(Cl)c2)cc1
→ u	12%	-14%	-3	-4%	23
